Screening data as filed in PubChem.
NOD1 inhibition: NOD1 signaling inhibitors, primary screen, cell-based, luminescence, uHTS (AID 1578); hit rate 1% among 290,000; one-dose inhibition, % at 4 µM; EC50 in µM for titrated hits; NOD1-driven NF-kB luciferase reporter cells, luminescence; higher % means a stronger effect; in the data active means inhibition mostly above about 36%, no sharp cut-off; inactive means mostly below about 34%;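 further: HEK-293T reporter cells stimulated with the NOD1 agonist gamma-tri-DAP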
GPR35 antagonists: GPR35 antagonists blocking zaprinast-driven arrestin recruitment, primary screen, imaging, U2OS, beta-arrestin-GFP, zaprinast agonist (AID 2058); U2OS GPR35 beta-arrestin-GFP translocation imaging, zaprinast antagonism; higher % means a stronger effect; one-dose inhibition, % at 10 µM; IC50 in µM for titrated hits; hit rate 0.052% among 290,000;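 active means inhibition of at least 50% with at least 30 cells and total cytoplasm GFP at most 10,000,000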
KOR beta-arrestin-1: KOR agonists, beta-arrestin recruitment, primary screen, cell-based, luminescence, uHTS (AID 1777); hit rate 0.02% among 280,000; activation, % at 10 µM, or EC50 in µM where a hit was titrated; KOR beta-arrestin recruitment, luminescence; higher % means a stronger effect; in the data active means activation above about 50%, passing the limit was not always enough; further: a part of the inactive calls stands beside numbers as strong as those of hits
MgcRacGAP inhibition: MgcRacGAP GTPase-activating activity inhibitors, confirmation, biochemical, ADP Hunter fluorescence | MgcRacGAP-stimulated Rac1 GTP hydrolysis, ADP Hunter fluorescence; higher % means a stronger effect; GST-tagged Rac1 F28L mutant substrate | inhibition, % at 30 µM, or IC50 in µM where a hit was titrated | hit rate 0.6% among 340,000;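 active means first-screen hits whose inhibition reached a set limit at any dose in the follow-up dose series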;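 further: fluorescence reports GDP produced by GAP-driven GTP hydrolysis; strong numbers were not always called active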
NTR1 agonist: agonists of NTR1, primary screen, imaging, U2OS cells, beta-arrestin-GFP, high content (AID 493036). hit rate 0.17% among 330,000. activation, % at 20 µM. NTR1-U2OS beta-arrestin-GFP spot imaging, agonist mode. P30989;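 active means activation at or above 40% of the spot to cytoplasm intensity ratio, with at least 20 cells analyzed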;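 further: 0% = DMSO without peptide and 100% = 100 nM NTR1 peptide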
Target sequence (P30989 whole entry, looked up): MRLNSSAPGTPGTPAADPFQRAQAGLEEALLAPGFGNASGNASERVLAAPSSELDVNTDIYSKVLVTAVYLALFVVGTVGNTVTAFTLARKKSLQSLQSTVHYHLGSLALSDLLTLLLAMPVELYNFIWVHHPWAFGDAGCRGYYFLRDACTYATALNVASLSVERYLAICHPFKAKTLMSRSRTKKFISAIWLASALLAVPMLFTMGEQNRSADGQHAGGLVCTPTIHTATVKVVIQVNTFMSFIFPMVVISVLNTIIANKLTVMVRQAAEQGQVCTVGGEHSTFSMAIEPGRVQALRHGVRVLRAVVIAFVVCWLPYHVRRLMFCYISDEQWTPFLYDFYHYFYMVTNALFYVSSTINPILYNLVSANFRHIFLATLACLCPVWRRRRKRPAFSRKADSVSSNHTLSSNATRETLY
GPR55 LPI antagonism: GPR55 antagonists blocking LPI-driven arrestin recruitment, primary screen, imaging, U2OS, beta-arrestin-GFP, LPI agonist (AID 2013); U2OS GPR55 beta-arrestin-GFP translocation imaging, LPI antagonism; higher % means a stronger effect; hit rate 0.13% among 290,000; inhibition, % at 10 µM, or IC50 in µM where a hit was titrated;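 active means spots per cell inhibited over 60%, with over 100 cells counted and total cytoplasm intensity under 500,000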;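 further: U2OS cells stably carrying GPR55 and arrestin-GFP stimulated by 5 µM LPI near EC80; imaged beta-arrestin-GFP aggregate spots per cell after agonist stimulation; plate controls were LPI-stimulated DMSO wells for no effect and DMSO wells without LPI for full effect; some results filed as inactive read as strong as hits; confirmed hits need IC50 under 10 µM and bright autofluorescent wells are also inconclusive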
GPR55 beta-arrestin: selective activators of receptor GPR55 – imaging, U2OS cells, beta-arrestin-GFP redistribution, primary screen (AID 1961); hit rate 0.048% among 290,000; U2OS GPR55 beta-arrestin-GFP redistribution imaging; higher % means a stronger effect; activation, % at 10 µM; hits with a dose series show EC50 in µM;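 active means activation above 40% with more than 50 cells counted in the well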;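 further: U2OS osteosarcoma cells stably expressing GPR55 and beta-arrestin-GFP; plate controls were DMSO negative control for no effect and LPI positive control for full effect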
KOR beta-arrestin-2: kappa opioid receptor blockers – cell-based, luminescence, uHTS (AID 1778); KOR beta-arrestin recruitment, luminescence, antagonist mode; higher % means a stronger effect; one-dose inhibition, % at 10 µM; IC50 in µM for titrated hits; hit rate 0.091% among 290,000; in the data active means inhibition above about 50%; further: strong numbers were not always called active
UTI89 phage lysis: inhibition of K1F phage lysis, E. coli UTI89, bacterial capsule biogenesis inhibitors, alamar blue (AID 488966); E. coli UTI89 K1F phage lysis, alamar blue, 2 h; higher % means a stronger effect; one-dose inhibition, % at 100 µM; IC50 in µM for titrated hits; hit rate 0.02% among 340,000;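 active means phage lysis inhibition, versus mean bacterial control, above a set limit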;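 further: capsule biogenesis inhibitors block K1F phage lysis so surviving cells raise fluorescence; higher fluorescence means more inhibition of phage lysis; actives were called in the ten point dose series up to 300 µM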
NTR1 agonist cell count 20 µM: further read-out of NTR1 agonist, marked with its call; cell count; measured here: cell count, cytotoxicity flag
* marks the source's active call; other numbers are inactive results; / = no result given; [ ] = remark or other dose. The list is partial. The share of hits here may be higher or lower than overall.

SMILES | NOD1 inhibition | GPR35 antagonists | KOR beta-arrestin-1 | MgcRacGAP inhibition | NTR1 agonist | NTR1 agonist cell count 20 µM | GPR55 LPI antagonism | GPR55 beta-arrestin | KOR beta-arrestin-2 | UTI89 phage lysis
COc1ccc2oc(=O)c(C(=O)Nc3ccccc3C)cc2c1 | -49% | 10% | -1.7% | 12% | 1.9 | 83 | -4% | -0.2% | -26%[20 µM] | 0.3%
COc1cccc(C2NC(=O)NC(C)=C2C(=O)Nc2cccc(C)c2C)c1 (stereo not drawn) | -16% | -1% | -4.8% | -4% | 1.6 | 61 | 1% | -0.1% | -33% | 1.4%
O=C(c1cccnc1)N1N=C(C2CC2)CC1(O)C(F)(F)F (stereo not drawn) | -22% | 13% | -0.6% | 5% | 1.9 | 93 | 1% | 0.2% | -14%[20 µM] | 0.2%
COc1cc(C(=O)N=c2sc3ccccc3n2C)cc(OC)c1OC | 9% | -16% | -2.0% | 2% | 2.6 | 47 | 8% | 0.2% | -21% | 0.3%
CC(NC(=O)Cn1cccc1)c1ccccc1 (stereo not drawn) | -14% | -4% | 2.0% | 5% | -0.2 | 69 | 3% | -0.3% | 4% | 0.2%
COc1cc(NC(=O)CSc2nnc3n2C(C)(C)Cc2ccccc2-3)cc(OC)c1 | -9% | 15% | -5.9% | 5% | 3.0 | 52 | 3% | 0.1% | -15% | 0.4%
NC(=O)/C=C/C(=O)Nc1ccc(Cl)cc1 | -40% | -6% | -2.3% | 7% | 1.7 | 45 | 8% | 0.1% | -3% | -0.4%
COC(=O)c1ccc(OCC2NCCc3cc(OC)c(OC)cc32)cc1 (stereo not drawn) | -20% | 1% | 3.4% | -32% | 0.9 | 52 | 0% | 0.2% | -44% | 0.1%
O=C(NCc1ccccc1)c1ccc(CSc2ccccc2)o1 | -39% | -9% | -5.2% | 6% | -1.2 | 68 | -1% | -0.2% | -2% | 0.0%
CCCOc1ccc(N2C(=O)CC(N3CCN(CCN=CC4=C(O)CC(C)(C)CC4=O)CC3)C2=O)cc1 (stereo not drawn) | -23% | 1% | -0.4% | 1% | 0.3 | 63 | -7% | -0.1% | -24%[20 µM] | 0.4%
OCCN1CCN(c2ncnc3c2sc2nc(N4CCOCC4)c4c(c23)CCC4)CC1 | 27% | -6% | 3.1% | 13% | 7.2 | 43 | -6% | -0.2% | 12% | -1.6%
OC(CNCCc1ccc(Cl)cc1)COc1cc(Cl)ccc1Cl (stereo not drawn) | -10% | -1% | 4.5% | 8% | 41* | 81* | 16% | 0.2% | 9% | 1.1%
CCCC(CCC)C(=O)NC1CCN(Cc2ccccc2)CC1 | -1% | 6% | -6.3% | 9% | -0.4 | 40 | 4% | -0.1% | 10%[20 µM] | -2.5%
Cn1c(Cc2ccccc2)nnc1SCC(=O)c1cccs1 | -8% | 7% | -8.1% | 6% | 1.9 | 42 | 18% | -0.1% | 6% | -0.2%
C/C(CC(=O)Nc1cccc(Cl)c1Cl)=N\NC(=O)c1ccccc1Br | -44% | 6% | 2.6% | -5% | -1.2 | 49 | 6% | 0.2% | -26%[20 µM] | 0.0%
O=C(CSc1nnc2scc(-c3ccccc3)n12)NCc1ccc2c(c1)OCO2 | -10% | 4% | -2.7% | 9% | 0.5 | 83 | -2% | 0.0% | 17% | 0.1%
Nc1nonc1-c1noc(N2CCOCC2)n1 | -11% | -5% | 3.2% | 15% | 0.0 | 65 | 12% | -0.2% | -33% | 0.2%
CN(C)c1ccc(S(=O)(=O)N2CCCCC2)cc1NC(=O)C1=NN(c2ccccc2)C(=O)CC1 | -61% | 1% | -2.7% | 6% | 6.2 | 63 | 49% | -0.1% | -10% | 0.1%
CC(CCc1ccco1)NC(=O)Cn1nc(Cc2ccncc2)c2ccccc2c1=O (stereo not drawn) | -7% | -1% | -6.4% | 10% | -0.5 | 95 | -8% | -0.1% | 23% | 1.3%
CCOC(=O)Nc1ccccc1C(=O)Nc1cc(C)cc(C)c1 | 1% | 2% | -4.4% | -6% | 0.3 | 60 | 2% | -0.1% | -43%[20 µM] | 0.5%

Single records (already shown). Order of screens: NOD1 inhibition, GPR35 antagonists, KOR beta-arrestin-1, MgcRacGAP inhibition, NTR1 agonist, NTR1 agonist cell count 20 µM, GPR55 LPI antagonism, GPR55 beta-arrestin, KOR beta-arrestin-2, UTI89 phage lysis
O=C(CSc1nnc2scc(-c3ccccc3)n12)NCc1ccc2c(c1)OCO2 in the list: -10%, 4%, -2.7%, 9%, 0.5, 83, -2%, 0.0%, 17%, 0.1%
COc1cccc(C2NC(=O)NC(C)=C2C(=O)Nc2cccc(C)c2C)c1 (stereo not drawn) in the list: -16%, -1%, -4.8%, -4%, 1.6, 61, 1%, -0.1%, -33%, 1.4%
COc1cc(C(=O)N=c2sc3ccccc3n2C)cc(OC)c1OC in the list: 9%, -16%, -2.0%, 2%, 2.6, 47, 8%, 0.2%, -21%, 0.3%
COc1ccc2oc(=O)c(C(=O)Nc3ccccc3C)cc2c1 in the list: -49%, 10%, -1.7%, 12%, 1.9, 83, -4%, -0.2%, -26%[20 µM], 0.3%

Continued.
SMILES | NOD1 inhibition | GPR35 antagonists | KOR beta-arrestin-1 | MgcRacGAP inhibition | NTR1 agonist | NTR1 agonist cell count 20 µM | GPR55 LPI antagonism | GPR55 beta-arrestin | KOR beta-arrestin-2 | UTI89 phage lysis
COCCNC(=O)c1sc2nc(-c3ccccc3)cn2c1C | -3% | 21% | 1.8% | 5% | -1.4 | 80 | 19% | -0.1% | -8% | 0.3%
CC(C)(C)CC(=O)Nc1nnc(SCC(=O)N2CCCCC2)s1 | 14% | 2% | -1.1% | 5% | 0.1 | 29 | -3% | 0.8% | -6% | 0.3%
Cc1ccc(C(=O)COC(=O)CNS(=O)(=O)c2ccccc2)cc1[N+](=O)[O-] | 15% | -18% | 3.8% | 6% | -0.1 | 45 | -9% | 0.3% | -26% | 0.5%
FCCCOc1ccc(/C=N/OCc2ccc(Cl)cc2)cc1 | -13% | -3% | -0.1% | -6% | -0.3 | 55 | 1% | -0.3% | 23% | -0.1%
COCCNC(=O)/C=C/c1c(Cl)cccc1Cl | -25% | 10% | 0.9% | 6% | -0.8 | 67 | 2% | 0.1% | -2% | 6.0%
Cc1cc(NCc2ccccn2)ccc1Br | 32% | -2% | -2.4% | 6% | 0.4 | 48 | 12% | 0.0% | 16% | 0.2%
O=C(CCCn1c(=S)[nH]c2cc3c(cc2c1=O)OCO3)N1CCN(c2ccccc2F)CC1 | -33% | -7% | -1.5% | 7% | 7.1 | 84 | 13% | -0.1% | -4% | 1.3%
CCOC(=O)c1c(NC(=O)CSc2c[nH]c3ccccc23)sc2c1CCC2 | -3% | -5% | -4.4% | 5% | 20 | 63 | 30% | 0.7% | -22% | -0.9%
CC1=C(C(=O)Nc2cc(C(=O)N3CCN(c4cccc(C)c4C)CC3)ccc2C)SCCO1 | -9% | -4% | 1.2% | -11% | 13 | 53 | 43% | -0.1% | -15% | 1.3%
Cc1ccc(NC(=O)C2CC(=O)N(c3ccc4c5c(cccc35)CC4)C2)cc1 (stereo not drawn) | -10% | 2% | 13% | 4% | 3.9 | 28 | 12% | -0.1% | -42% | 8.5%
Cc1ccc(S(=O)(=O)NC(=O)Nc2cc(C)ccc2F)cc1 | 4% | 11% | -14% | -6% | -1.7 | 81 | 19% | -0.2% | 8% | -0.6%
CN1CCc2c(sc(NC(=O)C3CCCCC3)c2C(N)=O)C1 | -1% | 6% | -1.5% | 3% | 2.3 | 59 | 8% | 0.0% | -31%[20 µM] | -1.8%
c1ccc(Nc2ncnc3c2oc2ccccc23)cc1 | -16% | 1% | 12% | 13% | 0.5 | 53 | -10% | -0.1% | -44% | 4.2%
Cn1c(O)c(N=Nc2ccccc2[N+](=O)[O-])c2ccccc21 | -51% | -3% | -1.4% | 9% | -1.5 | 62 | -6% | 0.2% | 13% | 0.9%
CC(C)CC(=O)NC(=S)N(Cc1ccccc1)Cc1ccccc1 | 13% | -4% | -1.1% | 4% | 2.4 | 79 | 1% | 0.2% | 16% | 0.9%[50 µM]
O=C(NCC1CCCO1)C1CCN(S(=O)(=O)Cc2ccccc2)CC1 (stereo not drawn) | -10% | -10% | -5.1% | 4% | 1.5 | 60 | 28% | 0.0% | 29% | 1.1%
O=[N+]([O-])c1cc([N+](=O)[O-])c2nonc2c1Nc1ccccc1O | 6% | -7% | -5.1% | 77µM* | -1.8 | 71 | -2% | 0.0% | -16% | 2.6%[50 µM]
CCN(CC)CCCNC(=O)c1cn(-c2cccc(OC)c2)c(=O)c2ccccc12 | -2% | -6% | 2.4% | 12% | -1.4 | 81 | 6% | -0.1% | -20% | 0.1%
O=C(NC1CCCc2ccccc21)c1cccnc1 (stereo not drawn) | 8% | -4% | -11% | 5% | 1.0 | 69 | -3% | 0.0% | -12% | -1.6%
COC(=O)[C@H](CCSC)NC(=O)Nc1ccc(C)cc1C | -23% | -3% | -7.7% | 3% | 0.1 | 51 | -2% | -0.2% | 5% | 6.1%
O=C(NNC(=O)c1ccccc1C(=O)O)c1ccc(-c2ccccc2)cc1 | -19% | -3% | -2.9% | / | -1.4 | 71 | 6% | 0.2% | 5%[20 µM] | /
O=C(CNC(=O)c1cccnc1)N=Nc1c(O)[nH]c2c(Br)cc(Br)cc12 | -22% | -5% | 3.9% | 1% | -0.3 | 71 | 7% | -0.1% | 5% | -0.2%
CCOc1ccc(Nc2nc(Cc3nnc(SCC(=O)NCc4ccco4)n3CC)cs2)cc1 | -4% | 1% | -6.5% | 11% | 0.0 | 55 | 3% | 0.2% | 24% | -0.1%
O=C(C1COc2ccccc2O1)N1CCN(c2ccccc2)CC1 (stereo not drawn) | -26% | 14% | 2.0% | 6% | 0.6 | 71 | 5% | -0.2% | -22% | -0.7%

Four entries from above, with values under each structure:
Below each compound – NOD1 inhibition	GPR35 antagonists	KOR beta-arrestin-1	MgcRacGAP inhibition	NTR1 agonist	NTR1 agonist cell count 20 µM	GPR55 LPI antagonism	GPR55 beta-arrestin	KOR beta-arrestin-2	UTI89 phage lysis
CCOc1ccc(Nc2nc(Cc3nnc(SCC(=O)NCc4ccco4)n3CC)cs2)cc1
→ -4%	1%	-6.5%	11%	0.0	55	3%	0.2%	24%	-0.1%
O=C(C1COc2ccccc2O1)N1CCN(c2ccccc2)CC1 (stereo not drawn)
→ -26%	14%	2.0%	6%	0.6	71	5%	-0.2%	-22%	-0.7%
O=C(CNC(=O)c1cccnc1)N=Nc1c(O)[nH]c2c(Br)cc(Br)cc12
→ -22%	-5%	3.9%	1%	-0.3	71	7%	-0.1%	5%	-0.2%
O=C(NNC(=O)c1ccccc1C(=O)O)c1ccc(-c2ccccc2)cc1
→ -19%	-3%	-2.9%	/	-1.4	71	6%	0.2%	5%[20 µM]	/
